Compound activity from PubChem BioAssay.
M17LAP inhibition: P. falciparum M17LAP inhibitors, primary screen, biochemical, fluorogenic H-Leu-NHMec substrate, 1536-well (AID 1619) | recombinant M17LAP, H-Leu-NHMec fluorogenic kinetic assay; higher % means a stronger effect | 220,000 compounds, 0.38% hits | inhibition, % at 30 µM, or IC50 in µM where a hit was titrated;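 active = compound inhibiting the enzyme by more than half at any dose during confirmatory dose-response retesting; inconclusive = strong single-dose inhibitors picked by rank but not retested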;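 also: plate controls were full reaction with DMSO carrier for no effect and no enzyme background for full effect; strong numbers were not always called active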
Hep lipid drop: modulators of hepatic lipid droplet formation | 240,000 compounds, 0.4% hits | inhibition, % at 6.5 µM | AML12 mouse hepatocytes, oleate lipid droplets, BODIPY imaging;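 active = lipid droplet intensity inhibited by at least 50%, with more than 500 cells counted; inconclusive = wells with under 300 cells, treated as cytotoxic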
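material = mouse AML12 hepatocyte cell line, fixed after treatment | also added = 100 µM oleic acid challenge | doses = compound at 6.5 µM only | schedule = overnight exposure | technique = Image-based BODIPY and DAPI two-channel analysis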
M1AAP inhibition: malaria alanyl aminopeptidase activity blockers – biochemical, fluorogenic H-Leu-NHMec substrate, 1536-well (AID 1445). recombinant M1AAP, H-Leu-NHMec fluorogenic kinetic assay; higher % means a stronger effect. one-dose inhibition, % at 30 µM; IC50 in µM for titrated hits. 220,000 compounds, 0.42% hits;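 active = primary inhibition above the hit cutoff, then over 50% inhibition at one or more dose response concentrations, cut at about 23% in these data, passing the limit was not always enough; inconclusive = conflicting primary data, or primary hits not chosen for dose response; inactive = low primary inhibition, or under 50% at every dose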;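 also: plate controls were DMSO full reaction for no effect and no enzyme background for full effect; strong numbers were not always called active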
XIAP displacement: small molecules displacing peptide from XIAP – biochemical, IAP family, fluorescence polarization (AID 1018); 200,000 compounds, 0.007% hits; XIAP BIR domain, fluorescence polarization peptide displacement; higher % means a stronger effect; displacement, % at 20 µM, or IC50 in µM where a hit was titrated; in the data active = displacement above about 50%; also: a part of the inactive calls stands beside numbers as strong as those of hits
AID2073: inhibitors of Mint1-CaV2.2 protein interaction, biochemical, HTRF (AID 2073). HTRF protein-protein interaction, Mint1-CaV2.2; higher % means a stronger effect. inhibition, % at 20 µM, or IC50 in µM where a hit was titrated. 290,000 compounds, 0.19% hits; in the data active = inhibition mostly above about 51%, no sharp cut-off; inconclusive = no clear call, values can overlap the other calls; inactive = mostly below about 53%; also: some results filed as inactive read as strong as hits
LYP inhibition: inhibitors of LYP phosphatase, biochemical, fluorescence intensity, uHTS (AID 1779); recombinant LYP phosphatase, fluorescence intensity; higher % means a stronger effect; 290,000 compounds, 0.054% hits; one-dose inhibition, % at 11.5 µM; IC50 in µM for titrated hits;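 also: plate controls were vehicle with enzyme for no effect and no enzyme for full effect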
HEK293 NOD2/NF-kB: inhibition of NOD2-driven NF-kB reporter – cell-based, luminescence, uHTS, HEK293 (AID 1566). HEK293 NOD2/NF-kB luciferase reporter, luminescence; higher % means a stronger effect. one-dose inhibition, % at 4 µM; EC50 in µM for titrated hits. 290,000 compounds, 0.63% hits; also: many of its hits are not listed in these tables
SIAH1 antagonists: Siah-1 peptide-binding antagonists, primary screen, biochemical, fluorescence polarization, rhodamine-plectin, uHTS (AID 1817); 290,000 compounds, 0.02% hits; Siah-1 / rhodamine-plectin peptide fluorescence polarization; higher % means a stronger effect; displacement, % at 20 µM; hits with a dose series show IC50 in µM;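 active = displacement of at least 50% at 20 µM, with a fluorescence ratio check between 0.3 and a set limit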;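 also: plate controls were Siah plus tracer with DMSO for no effect and tracer alone without Siah for full effect; strong numbers were not always called active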
CSM14.1 death rescue: protection against thapsigargin-triggered cell killing – 384-well, CSM14.1, ATP luminescence, primary screen (AID 1222); CSM14.1 thapsigargin-induced death rescue, ATP luminescence; higher % means a stronger effect; cellular ATP content (survival), % at 20 µM; hits with a dose series show EC50 in µM; 190,000 tested, under 10 active;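 active = EC50 below 50 µM in the dose-response confirmation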;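 also: death triggered by thapsigargin at about 15 µM added after 2 h compound pretreatment; cell ATP read after overnight thapsigargin exposure of roughly 18 to 22 hours; normalized against plate controls of thapsigargin alone and 5% DMSO vehicle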
Hep lipid drop cells 6.5 µM: also measured in Hep lipid drop; calls as there; cell count; measured here: cell count, cytotoxicity flag;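 cells counted across two imaged fields per well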
* hit, by the source's call; i = inactive; ? = inconclusive; · = no result given. Rule as the data show it, unless noted: active = inhibition above about 50%; inactive = the rest. Not all compounds are listed, so the mix of outcomes need not match the whole.

SMILES | M17LAP inhibition | Hep lipid drop | Hep lipid drop cells 6.5 µM | M1AAP inhibition | XIAP displacement | AID2073 | LYP inhibition | HEK293 NOD2/NF-kB | SIAH1 antagonists | CSM14.1 death rescue
COc1cc(C2Nc3ccccc3C(=O)N2NS(C)(=O)=O)ccc1O (stereo unspecified) | -17.4% | 1.6 | 784 | 3.5% | · | -3.9% | -9.5% | 13.1% | -2.7% | ·
Cc1cc(C)c2c(CC(=O)NNC(=O)c3ccccc3)coc2c1 | · | -32.0 | 842 | · | · | 4.7% | -0.7% | -23.1% | 1.6% | ·
Cc1cccc(N2CC(C(=O)Nc3nnc(SCc4ccccn4)s3)CC2=O)c1 (stereo unspecified) | · | -1.6 | 836 | · | · | 25.7% | 3.6% | -1.4% | 17.2% | ·
CSc1nnc(-c2ccc(NC(N)=S)cc2)o1 | -8.6% | -1.9 | 735 | -2.6% | · | -9.3% | -10.5% | 3.4% | 2.8% | ·
CCOC(=O)/C(C#N)=C(/C)c1ccc(OC)cc1 | 0.3% | 18.9 | 623 | 10.1% | 1.5% | 1.8% | 3.4% | 6.2% | 11.8% | -2.8%
O=S(=O)(c1ccccc1)N1CCC(O)(CN2CCN(c3ccccc3)CC2)CC1 | · | -1.1 | 720 | · | · | ? | -2.1% | -8.0% | -4.1% | ·
COc1cc(CN2CCNC(=O)C2CC(=O)NC2CCC2)cc(OC)c1 (stereo unspecified) | · | -17.1 | 749 | · | · | 4.6% | -8.9% | 0.8% | 2.0% | ·
CS(=O)(=O)N1CCC(C(=O)NCCN2CCN(Cc3ccccc3)CC2)CC1 | 8.5% | 0.8 | 784 | 14.5% | -5.2% | 0.9% | -11.5% | -15.8% | -3.6% | -2.8%
CCCCCCC1NC(C(=O)O)CS1 (stereo unspecified) | 16.3% | -12.8 | 642 | -2.7% | 7.5% | -3.1% | -2.2% | 4.3% | 3.7% | -2.8%
Cc1nc2cc(Nc3ccncc3)ccc2s1 | -11.4% | 7.6 | 715 | 2.7% | -7.3% | -9.5% | 5.4% | -4.3% | 4.7% | -2.6%
Cc1c(OCC(=O)N2CCC(C(=O)O)CC2)ccc2c3c(c(=O)oc12)CCCC3 | · | -1.5 | 815 | · | · | 7.8% | -12.0% | 26.0% | -2.9% | ·
CN(C)CCCNS(=O)(=O)c1ccc(N2CCC(c3ccc(Cl)cc3)=N2)cc1 | i | 21.5 | 785 | 54.8% | 5.6% | 41.1% | -55.0% | 2.8% | -3.1% | -4.5%
Cc1cc(NC(=O)CCCN2C(=O)/C(=C/c3cccs3)SC2=S)no1 | 5.3% | -4.0 | 579 | 1.5% | -1.9% | -11.0% | 0.0% | 8.8% | 5.7% | -1.2%
O=C(NCCO)Nc1ccc(Cl)cc1 | -0.8% | 36.1 | 659 | 7.2% | -4.6% | -3.8% | -15.8% | 18.6% | 1.5% | 0.1%
O=C(NC1CCCC1)C(c1cccs1)N(C(=O)c1ccco1)c1ccc2c(c1)OCO2 (stereo unspecified) | 17.2% | -22.5 | 699 | 1.3% | -6.5% | -16.1% | -3.5% | 11.5% | -1.5% | 1.3%
Cn1c(=O)c2cc3c(nc2n(C)c1=O)CC(c1ccccc1)CC3=O (stereo unspecified) | -1.9% | -2.1 | 710 | 3.2% | · | 38.4% | -8.7% | -4.5% | 3.8% | ·
CC12CN3CC(C)(CN(C1)C3c1ccc(Br)cc1O)C2 (stereo unspecified) | -7.9% | · | · | 2.1% | -5.0% | 7.8% | -7.8% | 2.7% | 3.5% | 4.4%
O=C(NC1CCCCC1)C1CCCN(S(=O)(=O)c2cccc3cccnc23)C1 (stereo unspecified) | 18.4% | 2.5 | 746 | 4.3% | · | 0.4% | -10.2% | 11.8% | 2.0% | ·
COc1ccc(NC(=O)C2C(=O)N(CCO)C3(C)CC2c2ccccc2O3)cc1 (stereo unspecified) | -0.6% | · | · | 1.6% | -1.9% | -2.0% | 1.8% | -0.9% | -1.7% | 1.7%
C=C(C)C1CC=C(C)/C(=N/NC(=O)C2CC2c2ccccc2)C1 (stereo unspecified) | -0.8% | -26.6 | 699 | 7.2% | -6.0% | 23.8% | -1.8% | 3.2% | 12.4% | -0.6%
Cc1ccccc1N1CCN(C(=O)c2ccccc2NC(=O)C2CC=CCC2C(=O)O)CC1 (stereo unspecified) | 52.2% | -16.9 | 748 | -0.9% | -8.4% | 16.6% | -1.1% | 4.2% | 2.0% | -0.7%
CCC(c1nnnn1C(C)(C)C)N1CCN(Cc2ccccc2OC)CC1 (stereo unspecified) | 1.3% | -11.2 | 689 | -0.4% | -1.7% | -10.3% | -6.4% | 2.0% | 15.6% | 1.4%
CCOc1ccc(C(=O)OCC(=O)N2CC(C)OC(C)C2)cc1OCC (stereo unspecified) | · | 25.7 | 835 | · | · | -3.1% | 3.0% | -7.7% | 3.1% | ·
COCCn1c(C)cc(C(=O)COC(=O)/C=C/c2cccc(OC)c2)c1C | 6.0% | -3.6 | 716 | 11.4% | -4.9% | 7.9% | -4.7% | 10.9% | -4.3% | 4.0%
COC(=O)c1nn(-c2ccccc2)c(Sc2ccc(Br)cc2)c1/C=N/O | 12.3% | · | · | 4.4% | -3.2% | -0.1% | -6.7% | 1.9% | 8.2% | 0.9%
CC1(C(=O)NCCCN2CCOCC2)Oc2cccnc2NC1=O (stereo unspecified) | 2.2% | -1.6 | 737 | 3.5% | -24.3% | 8.3% | -5.6% | 9.4% | -2.2% | -0.5%
CC(=O)C1=C(O)C(=O)N(Cc2ccco2)C1c1ccc2c(c1)OCO2 (stereo unspecified) | 25.1% | -2.3 | 649 | 8.2% | -2.7% | 8.3% | 3.3% | -18.3% | 7.4% | -1.2%
CCCC(=O)Nc1c2c(nn1-c1ccccc1)CSC2 | · | 2.2 | 731 | · | · | 44.0% | -9.0% | 2.9% | 17.9% | ·
CCC1CN(C(=O)NCc2cccc(OC)c2)c2cc(Cl)ccc2O1 (stereo unspecified) | · | -0.2 | 812 | · | · | 27.0% | 7.7% | -1.7% | 1.0% | ·
C[C@](N)(Cc1ccc(O)c(O)c1)C(=O)O | 11.0% | 0.3 | 705 | -0.6% | -17.5% | ? | -1.2% | -15.2% | 44.5% | -1.4%
O=C(Nc1nnc(CCS(=O)(=O)c2ccc(Br)cc2)s1)c1ccc([N+](=O)[O-])cc1 | 8.6% | · | · | -4.5% | 0.7% | 6.9% | 0.5% | -2.2% | 0.8% | -0.7%
Nc1ccc(S(=O)(=O)N2CCCc3ccccc32)cc1 | -9.0% | -3.7 | 664 | 5.0% | 0.6% | -7.5% | 10.0% | -27.3% | 1.6% | -3.3%
Cc1ccc(S(=O)(=O)N(C)C)cc1NS(=O)(=O)c1ccc(Cl)s1 | 16.5% | -9.2 | 605 | -5.3% | -9.5% | 9.1% | 2.0% | 4.0% | -7.0% | -1.9%
Cc1cc(C(=O)NNC(=O)Nc2ccccc2)no1 | -10.7% | 5.4 | 742 | 4.4% | · | 1.8% | -4.8% | -6.4% | -1.2% | ·
Cc1cc(N2CCOCC2)nc(-c2ccc(Br)cc2)n1 | 4.4% | 0.4 | 665 | 11.0% | -7.7% | 9.1% | 0.4% | 9.7% | 8.1% | 1.3%
Cc1cc(C)c(C(N)=O)c(SCC(=O)c2ccc(Cl)cc2)n1 | 1.1% | · | · | -2.0% | -2.7% | 9.5% | -4.8% | 15.7% | -1.5% | 5.5%
O=C(Nc1nc(NC(=O)c2ccco2)n(-c2ccccc2)n1)c1ccccc1 | -10.4% | -0.8 | 766 | -17.5% | -4.7% | -2.9% | 3.2% | 24.8% | -0.6% | -2.3%
COc1ccc(/C=N/Nc2nnc(-c3ccccc3)c(=O)[nH]2)cc1 | -0.6% | 1.8 | 603 | 0.1% | -9.8% | -4.7% | -0.9% | -38.8% | 1.7% | -2.3%
OC(CNCC1CCCO1)Cn1c2ccc(Cl)cc2c2cc(Cl)ccc21 (stereo unspecified) | -4.4% | · | · | 3.4% | -4.1% | 5.2% | -3.3% | 8.6% | 2.0% | -1.9%
Cc1ccc(S(=O)(=O)N2CCOCC2)cc1NC(=O)COC(=O)CNC(=O)c1ccc(Cl)cc1Cl | · | 3.9 | 716 | · | · | 3.0% | 4.0% | 3.0% | 0.1% | ·
O=c1cc(-c2ccccc2Cl)oc2cc(O)cc(O)c12 | 1.1% | 0.9 | 754 | 6.8% | -3.6% | 15.4% | -2.4% | -13.7% | 35.6% | -1.7%
CC(C)(C)c1ccc(C(=O)N/N=C/c2ccccn2)cc1 | · | 10.6 | 810 | · | · | -0.2% | 4.3% | -0.1% | -0.7% | ·
COc1ccc(-n2c(SCc3ccc(C#N)cc3)nnc2-c2ccccn2)cc1 | 7.4% | -15.3 | 693 | 4.1% | -0.5% | -13.0% | -2.8% | -1.8% | 2.4% | -2.2%
Cc1ccc(S(=O)(=O)N2CCN(CCC#N)CC2)cc1 | -2.7% | 1.1 | 635 | 2.8% | -8.2% | -6.5% | -9.9% | · | -0.7% | -1.1%
COc1ccc(F)cc1S(=O)(=O)N1CCN(c2ccccn2)CC1 | · | -0.9 | 821 | · | · | 0.1% | -5.4% | 2.8% | 2.3% | ·
CCOC(=O)C1CCCN(C(=O)C2CCN(S(=O)(=O)c3c(C)noc3/C=C/c3ccccc3F)CC2)C1 (stereo unspecified) | · | -25.3 | 741 | · | · | 42.3% | -5.5% | 23.7% | 7.2% | ·
Cc1ccc(C(=O)NC2=NCCS2)cc1Cl | · | · | · | · | · | 7.0% | -9.7% | -72.9% | 1.1% | ·
CC(C)NC(=O)N(O)C1N(C(C)C)C(=O)N(Cc2ccc3c(c2)OCO3)C1(C)C (stereo unspecified) | 1.1% | 1.9 | 737 | -0.4% | · | 0.2% | -3.7% | 4.0% | 4.8% | ·

In a second layout: 3 of the compounds above.
SMILES	M17LAP inhibition	Hep lipid drop	Hep lipid drop cells 6.5 µM	M1AAP inhibition	XIAP displacement	AID2073	LYP inhibition	HEK293 NOD2/NF-kB	SIAH1 antagonists	CSM14.1 death rescue
COc1ccc(F)cc1S(=O)(=O)N1CCN(c2ccccn2)CC1	·	-0.9	821	·	·	0.1%	-5.4%	2.8%	2.3%	·
CCOC(=O)C1CCCN(C(=O)C2CCN(S(=O)(=O)c3c(C)noc3/C=C/c3ccccc3F)CC2)C1 (stereo unspecified)	·	-25.3	741	·	·	42.3%	-5.5%	23.7%	7.2%	·
Cc1ccc(C(=O)NC2=NCCS2)cc1Cl	·	·	·	·	·	7.0%	-9.7%	-72.9%	1.1%	·
